Vif imaging: HIV Vif self-association inhibitors, primary screen, imaging, HEK293T, single point; actives 0.35% (n = 340,000); inhibition, % at 7.49 µM; AID 602346, 2012; HEK293T cells, Vif self-association by quenched fluorescence, 24 h; in the data active = inhibition above about 50%, passing the limit was not always enough; note: some results filed as inactive read as strong as hits
PDI inh: inhibitors of human PDI, primary screen, biochemical, turbidity, single point, plate reader | Protein disulfide-isomerase (Homo sapiens), P07237 | inhibition, % at 10 µM | PDI insulin aggregation turbidity, A650, 90 min | actives 0.052% (n = 350,000);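 active = mean inhibition across replicates of 30% or more, whatever share of single replicates reach that level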;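 note: absorbance from insulin aggregation driven by PDI reduction with DTT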
Granule exo inh: LAMP-1 surface exposure blockers, TALL-104 cells – cell-based, flow cytometry, MLPCN library, primary screen; inhibition, % at 10 µM; actives 0.66% (n = 360,000); AID 651702, 2012; TALL-104 LAMP-1 surface exposure; cells stimulated with thapsigargin and PMA;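 active = inhibition above about 55%, limit read from the data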
H9c2 protect: cardioprotection against H2O2-induced cell death, primary screen, uHTS, H9c2 cells, ATPLite luminescence; H9c2 cardiomyocytes, H2O2 injury protection, 2 h; protection from H2O2 cell death, % at 20 µM; actives 0.63% (n = 360,000); AID 588492, 2011;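 active = compounds giving at least 50% protection of heart cells from peroxide-induced death in the single-dose screen, raw or plate-pattern-corrected value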;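 note: 0% = DMSO wells with peroxide and 100% = DMSO wells without peroxide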
CaV13 ICDI inh: Disruptors of the CACNA1D IQ motif to Ca2+-dependent inactivation inhibitor domain association, primary screening, Förster resonance energy transfer in intact living …; HEK cells, CFP/YFP FRET ICDI-IQ, plate reader, 10 min; percent FRET-ratio fall versus neutral wells; inhibition, % at 12.3 µM; actives 0.098% (n = 340,000);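 active = mean replicate inhibition of at least 30% and at least 1% of replicates passing that level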;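 note: 0% = median of the neutral control wells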
Glyco luc inh: increase of ERlucT glycosylation luciferase signal, primary screen, N-linked glycosylation inhibitor project, D54 ERlucT cells, luminescence, set 2 | D54 ERlucT glycosylation luciferase reporter, 24 h; percent of 100 nM tunicamycin response | reporter increase, % at 12.5 µM | actives 0.23% (n = 360,000);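 active = mean luciferase reporter signal, scaled so untreated is 0 and the glycosylation-blocking control 100, at or above a set limit in every replicate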;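 note: luciferase carries N-glycosylation sites so blocking glycosylation raises the light; 0% = median of neutral control wells and 100% = median of 100 nM tunicamycin wells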
m5-HT2A agonist: mouse Htr2a agonists via beta-arrestin recruitment, primary screen, cell-based, luminescence | actives 0.66% (n = 360,000) | 5-hydroxytryptamine receptor 2A (Mus musculus), P35363 | CHO-K1 mHTR2A beta-arrestin complementation; percent of 30 µM serotonin response | activation, % at 7.6 µM | AID 624169, 2012;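 active = activation above a run cutoff, the mean activation of all tested compounds plus 3 SD, cut at about 14% in these data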;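 note: 0% = plate median of compound wells and 100% = 30 µM serotonin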
ABCB6 inh MLPCN: ABCB6 transporter inhibitors, primary screen, K562-ABCB6 cells, flow cytometry, MLPCN library. ATP-binding cassette sub-family B member 6 (Homo sapiens), Q9NP58. K562-ABCB6 porphyrin accumulation, 1 h; stronger effect = lower value. fluorescence ratio to DMSO, % at 10 µM. actives 0.19% (n = 360,000);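 active = fluorescence ratio to DMSO below 75%, the collection mean minus 3 SD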;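 note: signal is porphyrin accumulated inside mitochondria; 100% equals median channel fluorescence of DMSO control wells; lower ratio means ABCB6 inhibition with less porphyrin fluorescence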
Target sequence (Q9NP58 whole entry, looked up): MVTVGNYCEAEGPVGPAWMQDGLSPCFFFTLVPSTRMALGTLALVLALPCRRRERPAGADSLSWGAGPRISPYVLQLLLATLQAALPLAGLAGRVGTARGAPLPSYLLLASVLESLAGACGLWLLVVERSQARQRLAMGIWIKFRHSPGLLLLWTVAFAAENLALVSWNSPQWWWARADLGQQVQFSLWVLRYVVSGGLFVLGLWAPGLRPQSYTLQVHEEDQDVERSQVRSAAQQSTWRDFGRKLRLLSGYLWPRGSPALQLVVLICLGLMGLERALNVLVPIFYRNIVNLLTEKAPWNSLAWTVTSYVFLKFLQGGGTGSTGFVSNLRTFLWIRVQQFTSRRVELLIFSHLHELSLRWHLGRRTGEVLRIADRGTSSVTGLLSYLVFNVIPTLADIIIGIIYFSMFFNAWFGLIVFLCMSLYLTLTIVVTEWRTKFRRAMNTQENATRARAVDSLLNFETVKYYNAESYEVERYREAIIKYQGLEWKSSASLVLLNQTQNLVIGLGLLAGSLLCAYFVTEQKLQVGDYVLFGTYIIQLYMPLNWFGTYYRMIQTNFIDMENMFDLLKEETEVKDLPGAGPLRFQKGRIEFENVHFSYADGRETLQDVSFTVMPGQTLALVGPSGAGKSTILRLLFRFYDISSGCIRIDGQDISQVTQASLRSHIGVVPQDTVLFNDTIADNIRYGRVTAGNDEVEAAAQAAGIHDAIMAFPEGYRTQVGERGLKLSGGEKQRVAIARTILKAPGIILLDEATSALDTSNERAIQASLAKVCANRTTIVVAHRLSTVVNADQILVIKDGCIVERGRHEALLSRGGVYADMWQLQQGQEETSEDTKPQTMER
aDG glyco up: activators of alpha-DG glycosylation, primary screen, uHTS, Pro5-aDG cells, AlphaScreen; activation, % at 10 µM; actives 0.22% (n = 360,000); alpha-DG glycosylation AlphaScreen (IIH6); 0% Pro5, 100% B10-LARGE cell signal; AID 624168, 2012;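 active = activation of at least 8% versus controls, or a plate z-score of at least 8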;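 note: Pro5 are CHO cells carrying HIG-tagged alpha-DG that lacks glycosylation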
iPSC survival up: enhancers of single-cell hiPSC survival, primary screen, ATPlite luminescence; 100% = ROCK inhibitor wells, 0% = DMSO; survival enhancement, % at 20 µM; actives 0.044% (n = 360,000); AID 602274, 2012; in the data active = survival enhancement above about 18%;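 note: cells exposed to compounds for 16 hours before the ATP read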
* = called active by the depositor; . = not tested or not shown.

Value order: Vif imaging, PDI inh, Granule exo inh, H9c2 protect, CaV13 ICDI inh, Glyco luc inh, m5-HT2A agonist, ABCB6 inh MLPCN, aDG glyco up, iPSC survival up
- CO[C@H]1CC[C@@]2(C)[C@@H](CC[C@@H]3[C@@H]2CC[C@@]2(C)[C@H]3C[C@H](C(=O)O)O[C@]23CCCO3)C1
→ 18, -1, -1, 14, -11, 2, -2, 104, -0.3, 3.0
- O=C(Nc1ccc(Cl)cc1)c1ccc(CN2CCc3ccccc3C2)cc1
→ -3, 4, 4, 6, -2, -6, -7, 90, 0.0, -0.6
- CCCN1C2=NCCCN2c2ccccc21
→ 15, 17, -6, -2, -5, -1, 3, 93, -0.1, -1.1
- N#CC1(NC(=O)CN2C(=O)c3ccccc3C2=O)CCCCC1
→ 21, 9, -1, 4, -4, 1, 2, 97, 0.0, -0.2
- S=c1[nH]ccn1Cc1ccccc1
→ 7, 1, -4, -1, -5, 1, 1, 99, -0.1, -0.1
- COCC(=O)N1CCC(Oc2ccc(C(=O)NCc3cnc(C)cn3)cc2)CC1
→ -3, -2, 2, 0, -6, 0, 0, 100, 0.1, 0.3
- Cc1ccccc1C(=O)Nc1ccc2c(c1)CCCN2C(=O)c1cccs1
→ -9, -13, 14, 9, -5, -11, -3, 97, 0.0, -0.5
- Cc1ccc(-c2csc(NCCc3nc4cc(Cl)c(Cl)cc4n3CCOCCO)n2)cc1
→ 4, 3, 6, -8, -7, 1, -2, 103, 0.1, 4.4
- CCOc1ccc(C(C)(O)CN2CCOCC2)cc1 (stereo not given)
→ ., 2, -3, 5, -7, ., 7, 93, 0.0, -1.7
- CCC(C)/C(C)=N/NC(=O)CNS(=O)(=O)c1ccc([N+](=O)[O-])cc1 (stereo not given)
→ 9, -5, 2, 5, 1, 0, -8, 93, -0.1, 0.3
- Cc1[nH]c2ccccc2c1CCNC(=O)c1c(N)no[n+]1[O-]
→ -6, 1, -6, 5, -3, 0, 3, 102, -0.2, 0.0
- CCc1ccccc1NC(=S)NC1CC2CCCC(C1)N2Cc1cccs1 (stereo not given)
→ ., -4, -2, -5, -6, -3, -3, 97, 2.1, -4.2
- CC(=O)Nc1c2c(nn1-c1ccccc1)CS(=O)C2 (stereo not given)
→ 3, 2, 0, -2, -13, 0, 0, 100, 1.1, -0.2
- O=C(c1ccc(Cl)cc1)C1CCN(C(=O)c2ccc(F)cc2)CC1
→ -1, -1, 0, 0, -5, -6, 0, 110, 0.3, 0.6
- C#CCOCCOCCOCCNc1nc(N2CCN(C(=O)[C@H](CCC(=O)O)n3cc([C@@H](N)[C@H](C)CC)nn3)CC2)nc(N2CCN(C(=O)[C@H](CCCCN)n3cc([C@@H](N)CC(N)=O)nn3)CC2)n1
→ ., -1, -4, 1, -5, 0, -2, 90, 0.3, -1.1
- O=C(NCC(=O)N1CCN(c2ccccc2O)CC1)c1ccc2c(c1)OCO2
→ -1, 1, 0, 0, ., -1, 9, 97, -0.5, 2.1
- CC(C)(C)OC(=O)N1CCN(C(=O)c2nc[nH]c2C(=O)N2CCN(c3ccccc3)CC2)CC1
→ -5, 8, 10, 10, -8, 2, -1, 94, -0.1, 2.9
- O=C(CCCCCn1c(=S)[nH]c2ccsc2c1=O)NC1CCCCC1
→ 1, 0, -14, -3, -2, 0, 3, 99, 0.0, -0.5
- COc1ccc(C(CNC(=O)CCNS(=O)(=O)c2ccc(Br)cc2)N2CCOCC2)cc1 (stereo not given)
→ 16, -7, 2, -5, -6, 1, -3, 108, 0.0, 0.5
- COc1ccc(CNC(=O)C2CC(=O)N(c3ccc(OCC(=O)N4CCCCC4)cc3)C2)cc1 (stereo not given)
→ -4, -8, -2, 10, -1, -1, 5, 77, 1.8, -0.3
- COc1cccc(-c2cc(C(=O)Nc3cc(C)nn3-c3ccccc3)no2)c1
→ 16, 10, -1, -1, ., -1, 0, 99, 0.0, -1.3
- O=C(CSc1cnc2ccccc2n1)c1ccc(F)cc1
→ -2, -15, -1, -3, -15, -19, -1, 135, 0.0, 2.3
- CCc1cc(/C(Cc2ccccn2)=N\Nc2ccccc2)c(O)cc1O
→ -14, 22, 2, 0, 7, 0, 5, 108, 0.0, -0.6
- CCOC(=O)C1=NNC(C(=O)OCC)C1c1ccccc1 (stereo not given)
→ 5, 2, -5, 0, -7, 0, 12, 95, 0.2, 6.6
- CC(O)(c1cccc(F)c1)c1nc(-c2ccncc2)cs1 (stereo not given)
→ -24, 2, 1, -7, -9, 0, 1, 100, 1.6, 4.6
- O=C(C[n+]1ccccc1)NNc1ccccc1
→ 20, -14, 11, 3, -24, 2, 8, 92, 0.7, -0.1
- COc1ccccc1C(=O)NCCC(=O)N1CCN(S(=O)(=O)c2ccccc2C(F)(F)F)CC1
→ -3, -1, 2, -1, -7, 1, 0, 101, -0.1, -0.1
- Cc1ccc(C(=O)NC(Cc2cccc(C(F)(F)F)c2)C(=O)O)cc1 (stereo not given)
→ -4, 1, -3, 7, -6, 2, 0, 105, 0.2, 3.1
- Cn1cccc1C(=O)C(=O)Nc1cccc(Cl)c1Cl
→ -4, 12, -6, -16, -2, -2, 2, 99, -0.2, 0.1
- COc1ccc(NC(=O)Nc2ccc3c(c2)C(=O)N([C@@H](C)CO)C[C@@H](C)[C@@H](CN(C)CC2CCCCC2)O3)cc1
→ 16, 11, -5, 3, -4, -2, -3, 94, 0.0, -2.0

Some of these compounds in order of molar mass, falling:
Value order: Vif imaging, PDI inh, Granule exo inh, H9c2 protect, CaV13 ICDI inh, Glyco luc inh, m5-HT2A agonist, ABCB6 inh MLPCN, aDG glyco up, iPSC survival up
- COc1ccc(CNC(=O)C2CC(=O)N(c3ccc(OCC(=O)N4CCCCC4)cc3)C2)cc1 (stereo not given)
→ -4, -8, -2, 10, -1, -1, 5, 77, 1.8, -0.3
- O=C(NCC(=O)N1CCN(c2ccccc2O)CC1)c1ccc2c(c1)OCO2
→ -1, 1, 0, 0, ., -1, 9, 97, -0.5, 2.1
- O=C(CSc1cnc2ccccc2n1)c1ccc(F)cc1
→ -2, -15, -1, -3, -15, -19, -1, 135, 0.0, 2.3

Next compounds follow.
Value order: Vif imaging, PDI inh, Granule exo inh, H9c2 protect, CaV13 ICDI inh, Glyco luc inh, m5-HT2A agonist, ABCB6 inh MLPCN, aDG glyco up, iPSC survival up
- CCC(C)[C@H](NC(=O)[C@H](Cc1ccccc1)n1c(=O)[nH]c2ccccc2c1=O)C(=O)N1CCC(C(=O)O)CC1 (stereo not given in full)
→ 4, ., 6, 0, ., 4, 1, 96, 0.0, 3.3
- Cc1ccc(C(=O)N2CCN(C)CC2)cc1[N+](=O)[O-]
→ 17, 2, -2, -2, -21, 0, -1, 103, 0.0, -0.4
- O=C1C2CC=CCC2C(=O)N1c1nc2n(n1)C(c1ccccc1)CC(c1ccccc1)N2 (stereo not given)
→ 6, 6, 4, -2, -1, 1, 2, 102, 0.1, -1.4
- O=C(C[C@@H]1C/C=C\C[C@@H](NC(=O)OCC2c3ccccc3-c3ccccc32)C(=O)OC[C@@H](Cc2ccccc2)NC1=O)NCCO
→ -2, 3, -1, -26, -4, 2, -1, 89, 0.2, -2.8
- COC(=O)C1=C(C)NC(=O)NC1c1ccc(-c2ccccc2Cl)o1 (stereo not given)
→ -9, -3, 1, 3, -7, 3, -5, 101, -0.3, -1.9
- O=C1[C@@H]2[C@@H](CN3CN(c4ccccc4)N=C(c4ccccc4)[C@@]23c2ccccc2)C(=O)N1c1ccccc1
→ -4, -2, 8, 1, -1, -5, 5, 106, -0.2, 2.1
- COC(=O)c1ccccc1NC(=O)NC1CCN(Cc2ccccc2)CC1
→ -9, 4, 1, 9, -5, 0, -9, 97, 0.8, -2.2
- O=C(O)c1cc(NC(=O)c2ccc(Br)cc2)cc(NC(=O)c2ccc(Br)cc2)c1
→ 2, 11, -5, 5, -19, 0, 3, 95, -0.1, -0.2
- COc1ccc(OCCSc2ccc(S(=O)(=O)N3CCCC3)cn2)cc1
→ 13, 3, 1, -17, -2, -5, -8, 95, 0.2, 1.9
- CCC(C)NC(=S)N1CCN(Cc2ccccc2)CC1 (stereo not given)
→ 2, 0, 4, 5, -5, 2, 6, 97, 0.6, 0.1
- CSCC[C@H](N)C(=O)N1CCC(C(=O)N[C@H](C)C(=O)Nc2ccc(C(C)C)cc2)CC1
→ -4, -2, -2, -2, -5, 2, -7, 100, 0.1, 1.1
- N#Cc1ccc(-c2nc3c4ccccc4ccn3c2Cc2ccsc2)cc1
→ ., ., -4, ., -5, ., 5, 120, 1.6, -0.1
- O=C(CNC(=O)c1sc2ccccc2c1Cl)NCc1cccc(C(F)(F)F)c1
→ -2, 12, -6, -7, -3, 2, 13, 97, 0.0, -0.5
- COC(=O)c1ccc(CS(=O)(=O)c2ccc(C)cc2)cc1
→ 2, 6, -2, 7, -5, 2, 0, 99, -0.6, 0.0
- NC(=S)c1ccc(OCCCc2ccccc2)cc1
→ -4, -3, -9, -9, -15, -2, -10, 109, 0.0, 0.2
- CCCN1CCN(CCCNC(=O)C2CCCN(c3nc4ccc(OCC)cc4s3)C2)CC1 (stereo not given)
→ -3, 0, 2, -5, -5, -7, -7, 102, 0.4, -4.4
- Cc1ccc(C(=O)Nc2cccc(C(=O)N/N=C/c3ccc(O)cc3)c2)cc1
→ -9, -63, 55, -8, -4, -1, -11, 96, 0.6, -0.7
- CN=C(Nc1cc(Cl)ccc1Cl)SC1CC(=O)N(c2ccc(C(=O)OC)cc2)C1=O (stereo not given)
→ -6, 6, -2, -8, -3, 0, -2, 102, 0.1, 0.0
- O=C(c1cccc(Cl)c1)N1CCN(C(=O)c2ccccc2F)CC1
→ ., 6, -5, -10, -3, -6, 4, 94, -0.1, -3.3
- O=C(COc1ccc(/C=N/NS(=O)(=O)c2ccccc2)cc1)Nc1ccccc1
→ -4, -10, 2, 12, -5, -2, 2, 104, 0.1, 1.7
- C[C@@H]1CCCCO[C@H](CN(C)S(=O)(=O)c2ccccc2)[C@@H](C)CN([C@H](C)CO)C(=O)c2cc(NC(=O)Cc3ccccc3)ccc2O1
→ -17, 16, -1, 6, -3, -3, 2, 98, -0.3, 1.0

Rows were taken by chance; about 3.1% have a hit in one of these screens.
